Screens: PubChem, The Scripps Research Institute Molecular Screening Center
FBW7 activator = human FBW7 E3 ligase activation, primary screen | AlphaScreen FBW7–phospho-cyclin E peptide binding, activator screen | 650,000 compounds, 0.13% hits | normalized activity (activation), % at 26.1 µM | Q969H0; in the data active means normalized activity above about 1.9%;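 further: purified mutant Fbw7 with reduced substrate affinity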
GPR151 activ = activators of human GPR151; Q8TDV0; PathHunter beta-arrestin GPR151 cells, luminescence; activation, % at 11.2 µM; 650,000 compounds, 1% hits; AID 1508602; in the data active means activation above about 4.9%;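 further: 0% = median of compound wells and 100% = cells with positive control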
Target sequence (Q8TDV0 whole entry, looked up): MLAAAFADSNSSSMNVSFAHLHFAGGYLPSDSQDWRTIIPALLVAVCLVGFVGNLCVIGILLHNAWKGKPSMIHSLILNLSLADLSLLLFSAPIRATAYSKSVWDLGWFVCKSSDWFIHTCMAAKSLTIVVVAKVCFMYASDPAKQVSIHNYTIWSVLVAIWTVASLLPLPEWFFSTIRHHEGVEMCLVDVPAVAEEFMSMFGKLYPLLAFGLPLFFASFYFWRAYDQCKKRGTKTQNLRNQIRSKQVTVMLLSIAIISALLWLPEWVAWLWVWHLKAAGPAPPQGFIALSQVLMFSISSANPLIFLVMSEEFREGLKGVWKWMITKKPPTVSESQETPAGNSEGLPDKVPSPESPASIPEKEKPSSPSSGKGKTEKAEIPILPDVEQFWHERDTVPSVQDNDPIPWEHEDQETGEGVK
MITF primary = human MITF inhibition, primary screen | AlphaScreen MITF homodimerization, bead proximity signal | inhibition, % at 2.6 µM | 650,000 compounds, 0.91% hits | AID 1259374; in the data active means inhibition above about 50%;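 further: 0% = vehicle wells with protein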
Target sequence (O75030 whole entry, looked up): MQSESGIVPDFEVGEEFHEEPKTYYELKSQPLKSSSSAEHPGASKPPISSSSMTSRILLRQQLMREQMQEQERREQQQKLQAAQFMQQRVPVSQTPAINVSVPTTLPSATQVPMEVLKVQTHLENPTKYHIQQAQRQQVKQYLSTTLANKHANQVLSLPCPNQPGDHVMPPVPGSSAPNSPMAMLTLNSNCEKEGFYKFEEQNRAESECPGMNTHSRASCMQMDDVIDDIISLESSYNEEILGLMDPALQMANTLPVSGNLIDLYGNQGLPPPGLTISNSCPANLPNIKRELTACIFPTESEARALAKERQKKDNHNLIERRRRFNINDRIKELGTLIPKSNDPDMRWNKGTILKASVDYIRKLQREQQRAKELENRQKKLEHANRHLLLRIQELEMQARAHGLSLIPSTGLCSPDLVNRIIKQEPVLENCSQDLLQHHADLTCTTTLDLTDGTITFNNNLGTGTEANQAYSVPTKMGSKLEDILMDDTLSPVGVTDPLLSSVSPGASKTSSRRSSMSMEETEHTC
TEAD-YAP block = TEAD-YAP interaction inhibition | HEK-TIYL cells, TEAD-Gal4/YAP UAS-luciferase luminescence | inhibition, % at 9.12 µM | 640,000 compounds, 1.4% hits; in the data active means inhibition above about 32%;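 further: 0% = median of test compound wells and 100% = reference inhibitor wells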
Starred values were filed as active, the others as inactive.

SMILES	FBW7 activator	GPR151 activ	MITF primary	TEAD-YAP block
Cc1cnc(CN(C)C(=O)c2ccc(OC3CCN(C(=O)C4CC4)CC3)cc2)[nH]1	-0.2	-0.4	-4	-2
Cc1ccc(SCC(=O)NCc2cccnc2)cc1	0.9	-1.0	23	8
COc1ccc(NC(=O)Cn2ccn(Cc3ccccc3OC)c(=O)c2=O)cc1Cl	-0.1	-1.9	-6	0
CCCCn1c(SCC(=O)NC2CCCCC2)nc2ccsc2c1=O	-0.1	-1.3	7	13
COC(=O)c1ccccc1NC(=O)CSc1nnc(NC(=O)C2CCC2)s1	0.1	-1.7	-10	-5
CN(CCCC1CCCC1)C(=O)CCc1nnc(-c2ccccc2)o1	0.0	-0.9	9	2
COc1cc2cc(CN(Cc3ccccc3)C(C)=O)c(=O)[nH]c2cc1OC	0.0	-0.4	7	6
C=CCN(C(=O)CNS(=O)(=O)c1ccccc1)C(C(=O)NCCOC)c1cccnc1 (stereo not given)	-0.1	-0.3	3	10
CC(=O)NS(=O)(=O)c1ccc(NC(=O)c2ccccc2Br)cc1	0.0	-0.8	3	3
Cc1ccc(-n2ncc3c(Nc4ccc(S(N)(=O)=O)cc4)ncnc32)cc1	-0.1	0.0	-2	-7
O=C(O)C(C(=O)C1CC1c1ccccc1)=C1SCCS1 (stereo not given)	-0.1	0.2	5	-4
COC(=O)Cc1c(C)c2ccc3c(c2oc1=O)CN(Cc1cccc(OC)c1)CO3	-0.3	0.9	0	7
CCOCCCNC(=O)CC1Oc2ccc(C)cc2NC1=O (stereo not given)	0.2	0.5	9	6
Cc1onc(-c2ccccc2)c1C(=O)Nc1nccs1	0.0	-0.7	-3	16
COC(=O)C1=C(C)NC(=O)/C1=C\c1cccc(C)c1	0.2	-1.2	26	-6
O=C(Cn1cc(SCc2ccc([N+](=O)[O-])cc2)c2ccccc21)N1CCCCC1	-0.2	1.1	16	10
CCOc1ccc(/C=N\NC(=O)CNc2n[nH]c(=O)[nH]c2=O)c(O)c1	-0.2	-0.5	22	-8
CCCNC(=O)c1cc(-c2cccc(Cl)c2)on1	0.0	-0.1	-3	-77
CN(CCc1ccccn1)C(=O)c1cccc(F)c1	-0.1	3.9	105*	-2
CCNC(=S)Nc1cccc(S(=O)(=O)N(CC)CC)c1	0.1	-0.2	8	1
Cc1n[nH]c(C)c1S(=O)(=O)Nc1ccc2c(c1)OCCO2	0.0	-0.3	-3	3
Cc1ccc2ncnc(NCc3ccccc3)c2c1	0.0	2.1	11	12
CCC(CO)Nc1nccnc1-c1ccsc1 (stereo not given)	-0.2	-1.0	-12	-5
COC(=O)c1ccc(COC(=O)c2ccccc2CC#N)cc1	-0.1	-3.8	1	-19
COc1ccc(C(=O)Nc2cc(-c3nc4cc(C)cc(C)c4o3)ccc2C)cc1OC	0.0	3.2	4	3
Ic1ccccc1-c1nn2c(-c3ccccc3)nnc2s1	0.2	-1.4	13	-20
O=C(Nc1cccc2ccccc12)c1cc(-c2ccc(Br)cc2)nc2ccccc12	0.0	-0.6	-1	-6
CN(C)CCCC(=O)c1ccccc1	0.0	-0.1	-5	2
COc1ccc(C(=O)N2CCN(C(c3ccccc3)c3ccccc3)CC2)cc1OC	0.3	1.2	17	14
Cc1cc(Cl)ccc1NC(=O)c1ccc(NC(=O)c2ccc(Cl)cc2Cl)cc1	-0.1	2.6	8	-6
O=C(CCC(=O)N(CC(=O)NC1CCCC1)C1CCCCC1)Nc1ccccn1	0.0	-0.4	8	3
Cc1ccc(-c2cc(C(=O)N3CCCC(N4CCOCC4)C3)n[nH]2)s1 (stereo not given)	0.2	2.7	5	1
CN1CCCC(C(=O)NCc2nnc3n2CCN(Cc2ccc(Cl)cc2)CC3)C1 (stereo not given)	0.1	0.0	-10	-1
Cc1ccc2sc(N3CCN(CCNC(=O)COc4ccccc4)CC3)nc2c1C	0.7	3.6	5	-2
Cc1ccc(C2=C/C(=C3/c4ccccc4-c4ncccc43)C(=O)O2)cc1C	0.2	-0.3	2	-7
Cc1ccc(C(=O)N[C@@H](C)c2nc(-c3ccncc3)n[nH]2)s1	0.1	0.6	7	1
C#CCOC(=O)CCC(=O)NCc1ccccc1	-0.1	-0.9	3	-3
O=[N+]([O-])c1ccc(N/N=C/c2cccnc2)c([N+](=O)[O-])c1	0.0	3.2	10	5
O=C(COc1ccc(C23CC4CC(CC(C4)C2)C3)cc1)Nc1cccc([N+](=O)[O-])c1	0.1	2.1	6	-7
CC(C)(O)C#Cc1ccc(C(=O)N2CCN(C(=O)c3ccco3)CC2)cc1	0.6	4.3	20	-5
O=C1CCNc2ccc(C(F)(F)F)cc2N1	0.1	2.7	-6	-2
COc1ccc(Cc2nnc(Nc3cccc(Cl)c3)[nH]c2=O)cc1	-0.2	0.5	3	34*
O=C(Nc1ccc(Cl)cc1Cl)c1ccc(C(=O)c2ccccc2)cc1	-0.1	-3.2	-2	-12
N#C/C(=C\c1cn(CCC(N)=O)nc1-c1ccc(Cl)cc1)C(=O)O	0.1	-0.6	11	7
COc1ccccc1NC(=O)Nc1ccnn1C1CCN(C(=O)c2ccco2)CC1	0.3	0.1	0	-19
COc1ccc(C(=O)N2CCCCCC2)cc1S(=O)(=O)N1CCOCC1	1.3	0.8	6	-2
CC1CCN(S(=O)(=O)c2ccc3c(c2)CC(=O)N3C)CC1	-0.1	-0.4	-22	9
O=C1CN(C(=O)CC2(c3cccc(F)c3)CC(=O)N(C3CCCC3)C2=O)CCN1 (stereo not given)	0.1	-0.9	-18	-4
Cc1cc(=O)oc(C)c1C(=O)NCC1CCCO1 (stereo not given)	0.2	0.9	7	2
CCC(Sc1cccc(C(=O)O)c1)C(=O)O (stereo not given)	0.0	0.4	0	9
COc1cc(Br)ccc1OCC(=O)N/N=C/c1c(C)cc(O)cc1O	0.7	-1.4	17	4
CCN(CC)Cc1c(C(=O)N/N=C/c2ccccc2[N+](=O)[O-])nnn1-c1nonc1N	0.0	0.7	-13	-2
NCCNCCSc1ccc(Cl)cc1	-0.1	-0.5	11	-7
COc1cccc(NC(=O)CSC2=C(C#N)C(c3ccccc3C)CC(=O)N2)c1 (stereo not given)	-0.1	-0.2	7	-4
CC(=O)C1C(c2ccsc2)C(C#N)(C#N)C2C=Cc3ccccc3N12 (stereo not given)	-1.8	0.4	9	-6
CCCCCNC(CC(=O)Nc1ccc(OC)cc1)C(=O)O (stereo not given)	-0.1	0.1	10	14
Cc1ccc(S(=O)(=O)N2CCCCC2CCNC(=O)C(=O)Nc2cccc(F)c2)cc1 (stereo not given)	0.1	0.1	13	-2
COc1ccc(C)cc1NC(=O)CSc1cccc[n+]1[O-]	-0.1	0.4	-4	-9
Cc1cc(C)nc(N2CCN(C(=O)c3ccc([N+](=O)[O-])cc3)CC2)n1	-0.1	1.9	1	-3
Cc1c(Cl)c([N+](=O)[O-])nn1CCCC(=O)Nc1sc2c(c1C#N)CCCC2	1.7	-0.6	2	-3
Next entries follow.
SMILES	FBW7 activator	GPR151 activ	MITF primary	TEAD-YAP block
Cc1ccc(/C=C2/C(=O)N(C)C(=S)N2C)s1	0.0	0.1	3	-15
CCOC(=O)c1cccnc1SCC(=O)NC(C)CC (stereo not given)	-0.1	3.8	-2	-6
O=C(Cn1c2ccccc2n2ncnc12)c1ccc(Br)cc1	0.0	1.1	-4	6
Cc1ccc(-c2nc(N3CCN(Cc4ccccc4)CC3)c3ccccc3n2)cc1	0.0	-0.2	20	11
CN1C(=O)c2cccc(NC(=O)c3nc4ccccc4s3)c2C1=O	0.2	-1.3	2	4
O=C(CSc1c[nH]c2ccccc12)Nc1ccccc1	0.1	0.3	9	-10
Cc1cc(Nc2ccccc2)nc(-c2ccc(N3CCOCC3)nc2)n1	-0.1	-2.4	-2	-21
O=[N+]([O-])c1nn(-c2cccc(Cl)c2)n(O)c1=Nc1cccc(F)c1	-0.2	0.6	19	8
O=C(NCc1ccccc1)N(Cc1nc2ccccc2c(=O)[nH]1)C1CCCC1	0.4	0.3	12	6
CCOc1ccccc1NC(=O)Cn1nc(C(=O)N2CCOCC2)cc1C1CC1	-0.1	-1.5	-1	-13
CC1=C(C(=O)OCc2ccccc2)C(c2ccc(O)cc2)C2=C(CC(c3ccccc3)CC2=O)N1 (stereo not given)	0.2	0.4	-22	-3
CCOC(=O)c1sc2nc(N)c(C#N)c(-c3ccc(OCC)cc3)c2c1N	0.3	0.3	24	-11

Molecules shown so far containing a furan ring, fused or not:
SMILES	FBW7 activator	GPR151 activ	MITF primary	TEAD-YAP block
CC(C)(O)C#Cc1ccc(C(=O)N2CCN(C(=O)c3ccco3)CC2)cc1	0.6	4.3	20	-5
COc1ccccc1NC(=O)Nc1ccnn1C1CCN(C(=O)c2ccco2)CC1	0.3	0.1	0	-19

(listing goes on)
SMILES	FBW7 activator	GPR151 activ	MITF primary	TEAD-YAP block
COc1ccc(CCN2CC3=C(C2=O)C(c2ccc(C)cc2)NC(=O)N3)cc1 (stereo not given)	0.1	-0.9	3	6
O=C(NC(=S)Nc1ccc(Cl)cn1)c1ccccc1I	-0.1	-0.1	3	-20
CC(C)OC(=O)CN1CCN(S(=O)(=O)c2ccc(C(C)C)cc2)CC1	0.0	-0.4	-10	2
O=C1N(Cc2cccnc2)c2ccccc2S(=O)(=O)N1c1cc(F)ccc1F	-0.2	-0.4	-13	-13
CC(C)OCCCNc1ncc2c(n1)CC(c1ccccc1Cl)CC2=O (stereo not given)	0.0	1.6	0	-8
COc1cc(OC)cc(C(=O)NCC2CCCN(C(=O)c3oc(C)cc3C)C2)c1 (stereo not given)	0.7	-0.1	3	-9
COc1ccc(/C=N/NC(=O)CC(=O)NCc2cccnc2)c(OC)c1	-0.1	1.0	-14	4
COc1ccc(N2C(=O)NC(=O)/C(=C\c3ccsc3)C2=O)cc1	0.0	1.6	-17	-7
O=c1cc(Nc2cccc(F)c2)[nH]c(=O)[nH]1	0.0	-2.1	3	5
COC(=O)c1c(NC(=O)COc2ccc(C)cc2C)sc2c1CCC(C)C2 (stereo not given)	0.1	-0.9	8	-36
CN(C)CCN(C(=O)CN1C(=O)c2ccccc2C1=O)c1nc2c(F)cc(F)cc2s1	0.0	0.6	0	-8
O=C(Nc1ccccc1)c1cccc2nccnc12	0.0	-0.7	10	-8
Cc1ccc(Nc2cc(Sc3ccc(C)cc3)c3noc4c3c2C(=O)c2ccccc2-4)cc1	-0.1	1.4	-4	0
Cc1ccc(S(=O)(=O)Nc2nonc2C)cc1	0.1	1.6	5	6
Cc1ccc(S(=O)(=O)N(CCC#N)CCC#N)cc1	-0.1	0.7	-8	-4
O=[N+]([O-])c1c(N2CCCCC2)ncnc1N1CCCCC1	-0.1	4.7	5	-4
O=C(O)CSc1nc2ccccc2n1CC(=O)NC1CCCCC1	1.9*	-0.9	1	-3
O=C(NCc1ccc2c(c1)OCO2)Nc1ccccc1-c1ccccc1	0.1	-0.3	28	0
CCOc1ccccc1NC(=O)N(C(C)C)C1CCN(C(C)=O)CC1	0.1	1.1	-11	2
COc1ccc(C2C(C(=O)Nc3ccc(F)cc3F)c3ccccc3C(=O)N2C2CCCCC2)cc1 (stereo not given)	0.0	0.1	9	-1
CCn1c(C)cc(/C=C2/NC(=O)N(Cc3ccccc3F)C2=O)c1C	0.1	0.3	18	-32
CC1(C(=O)NC2CCCCCC2)Cc2ccccc2C(=O)N1CCCN1CCOCC1 (stereo not given)	0.0	3.8	8	-2
CCCc1nnc(SCC(=O)OC(C)C)n1CCOC	0.1	0.7	9	2
COC(CNC(=O)c1ccc2c(c1)NC(=O)c1ccccc1S2)OC	0.0	-0.6	3	0
NCC(=O)N1CCC(C(=O)Nc2nc3ccc(-c4ccncc4)cc3s2)CC1	-0.8	0.5	8	38*
Cc1ccc(Nc2nc(N)nc(CSc3nnc(N)s3)n2)cc1	0.0	-0.4	-1	-49
CCn1c(CC(=O)Nc2ccccc2OC)nnc1SCC(=O)c1ccc(OC)cc1	0.9	0.0	12	-15
COc1cc(NC(C)=O)ccc1NC(=O)c1ccccc1	0.0	0.8	18	-11
CC(C)OCCCNC(=O)C(=O)Nc1ccccc1F	0.3	-4.2	-4	-21
Cc1ccc2cc3cc(C(=O)NCCCN4CCCC4)oc3nc2c1	-0.3	-1.3	2	-9
CN=c1scc(C)n1/N=C/c1c[nH]c2ccc(Br)cc12	-0.2	1.4	6	5
Clc1cccc(-c2cnn3ccc(NCc4cccnc4)nc23)c1	0.9	-1.5	-16	-5
CCCCCNc1ncnc2c1sc1nc3c(cc12)COC(C)(C)C3	0.1	-1.1	-15	-6

By substructure, those above with fluorine
SMILES	FBW7 activator	GPR151 activ	MITF primary	TEAD-YAP block
CN(CCc1ccccn1)C(=O)c1cccc(F)c1	-0.1	3.9	105*	-2
O=C1CCNc2ccc(C(F)(F)F)cc2N1	0.1	2.7	-6	-2
O=C1CN(C(=O)CC2(c3cccc(F)c3)CC(=O)N(C3CCCC3)C2=O)CCN1 (stereo not given)	0.1	-0.9	-18	-4
Cc1ccc(S(=O)(=O)N2CCCCC2CCNC(=O)C(=O)Nc2cccc(F)c2)cc1 (stereo not given)	0.1	0.1	13	-2
O=[N+]([O-])c1nn(-c2cccc(Cl)c2)n(O)c1=Nc1cccc(F)c1	-0.2	0.6	19	8
O=C1N(Cc2cccnc2)c2ccccc2S(=O)(=O)N1c1cc(F)ccc1F	-0.2	-0.4	-13	-13
O=c1cc(Nc2cccc(F)c2)[nH]c(=O)[nH]1	0.0	-2.1	3	5
CN(C)CCN(C(=O)CN1C(=O)c2ccccc2C1=O)c1nc2c(F)cc(F)cc2s1	0.0	0.6	0	-8
COc1ccc(C2C(C(=O)Nc3ccc(F)cc3F)c3ccccc3C(=O)N2C2CCCCC2)cc1 (stereo not given)	0.0	0.1	9	-1
CCn1c(C)cc(/C=C2/NC(=O)N(Cc3ccccc3F)C2=O)c1C	0.1	0.3	18	-32
CC(C)OCCCNC(=O)C(=O)Nc1ccccc1F	0.3	-4.2	-4	-21
